Compound activity as filed in PubChem.
ST2 IL33 inh – blocks human ST2 binding to IL-33. Q01638. AlphaLISA ST2-Fc/biotin-IL-33 interaction, 1 h. inhibition, % for hits at 17 µM. 78,000 compounds, 2.3% hits. AID 1259354; in the data active means inhibition above about 30%; inconclusive means mostly about 10% to 28%
Target sequence (Q01638 whole entry, looked up): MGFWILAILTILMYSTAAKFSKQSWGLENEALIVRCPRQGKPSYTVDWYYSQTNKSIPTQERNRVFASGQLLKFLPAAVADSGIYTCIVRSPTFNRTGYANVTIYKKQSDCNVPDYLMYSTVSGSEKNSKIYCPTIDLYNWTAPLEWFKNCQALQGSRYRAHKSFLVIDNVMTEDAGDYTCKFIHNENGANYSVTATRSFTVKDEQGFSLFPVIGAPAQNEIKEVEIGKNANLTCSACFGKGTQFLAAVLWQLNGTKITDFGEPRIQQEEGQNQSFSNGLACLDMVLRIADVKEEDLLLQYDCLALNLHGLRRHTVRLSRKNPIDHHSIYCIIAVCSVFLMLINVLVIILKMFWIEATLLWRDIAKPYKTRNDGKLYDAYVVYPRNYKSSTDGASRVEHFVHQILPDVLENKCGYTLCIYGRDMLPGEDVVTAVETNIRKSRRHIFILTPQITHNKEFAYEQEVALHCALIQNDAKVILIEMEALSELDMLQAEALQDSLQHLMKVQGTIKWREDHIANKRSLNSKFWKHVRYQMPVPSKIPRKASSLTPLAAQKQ
* hit, by the source's call; i = inactive; u = inconclusive. Only part of the results is shown; count on the stated rates, not on these rows.

SMILES	ST2 IL33 inh
Cc1ccc(Cn2c(CNS(=O)(=O)c3ccc(F)c(Cl)c3)nc3cccnc32)cc1	u
CCn1cnc(NC(=O)N(C)Cc2cccc3ncccc23)n1	i
O=C1C(Nc2ccccc2)=CC(c2ccc(O)cc2)N1c1ccccc1 (stereo not given)	i
O=C(NC1CC(=O)N(Cc2ccc(F)cc2)C1)c1ccccc1-c1ncn[nH]1 (stereo not given)	i
O=C(Nc1ccc(F)c(Cl)c1)c1cc2cc3ccc(Cl)cc3nc2o1	u
CCOc1ccc(-c2cn(-c3ccc(C)c(Cl)c3)c(=O)[nH]2)cc1	u
CCN(CC)CCCNC(=O)C1CCN(c2ccc(-c3cccs3)nn2)CC1	i
O=C(C1CCC1)N1CCc2cc(S(=O)(=O)Nc3cccc(Cl)c3)ccc21	u
Cc1ccc(-c2cc(-c3ccccc3O)[nH]n2)cc1	i
CC(C(=O)N1CCc2c(nc(-c3ccncc3)nc2N(C)C)C1)n1cccn1 (stereo not given)	i
COc1ccc(C(=O)c2c[nH]c3ccc(OC)cc3c2=O)cc1	u
Cc1cc(NC(=O)c2cccnc2)ccc1-c1cc2ccccc2oc1=O	u
CCOC(=O)C1=NN(c2ccccc2)C2C(=O)N(c3ccc(Cl)cc3)C(=O)C12 (stereo not given)	u
COc1ccc(NC(=O)c2oc3ccccc3c2NC(=O)COc2ccc(F)cc2)c(OC)c1	i
O=C(CCCOc1ccc(Cl)cc1Cl)Nc1ncc([N+](=O)[O-])s1	i
c1ccc(CN2CCN(Cc3ccco3)CC2)cc1	i
Cc1cccc(CC(=O)N(C)CC2Cc3ccccc3O2)c1 (stereo not given)	i
O=C(Cn1cnc2c(cnn2-c2ccccc2)c1=O)c1ccc(Cl)cc1	u
CCOC(=O)C(C(=O)Nc1ccc(Br)cc1)C1CCCCC1 (stereo not given)	i
COc1ccccc1C1CC(=O)N2CN(c3ccc(Cl)cc3)CSC2=C1C#N (stereo not given)	i
Cc1ccc(OCc2cc(C(=O)NCc3ccnc4ccccc34)no2)cn1	u
Cc1ccc(NC(=O)Cn2nc([N+](=O)[O-])nc2Br)cc1C	u
COc1ccccc1-c1nccn1CC1(c2ccccc2)CCOCC1	i
O=C(Nc1ccc(F)cc1)c1cnc2n(c1=O)CCS2	i
O=C(C1CCCN(Cc2ccc3c(c2)OCO3)C1)N1CCCC1 (stereo not given)	i

Other results follow.
SMILES	ST2 IL33 inh
COc1ccccc1-c1nnc(Nc2nc3ccc(F)cc3s2)o1	i
CC(=O)COc1ccc2c(C)c(Cc3ccccc3)c(=O)oc2c1C	i
CCCn1c(CCCNC(=O)COC)nc2ccccc21	u
OCCOc1cccc(-c2nccn2-c2ccc(CCO)cc2)c1	u
CCOc1ccc(-c2nc3cc(N=Cc4ccccc4O)ccc3o2)cc1	u
O=C(NC(O)C(=O)c1cccs1)c1cccnc1 (stereo not given)	i
CC1CCCCC1NC(=O)COc1ccc2c(c1)C(=O)CC(C)(C)O2 (stereo not given)	i
Cc1ccc(S(=O)(=O)Nc2ccccc2C(=O)NN)cc1	i
COc1ccc2c(c1)CCc1c(C(=O)N3CCCc4ccccc43)noc1-2	i
CC(=O)c1cccc(NC(=O)NC2CC(=O)N(CCc3ccccc3)C2)c1 (stereo not given)	i
COc1cc(-c2nccn2C2CCCCCC2)ccc1OCC(N)=O	i
COc1cc(NC(=O)N2c3ccccc3Sc3ccccc32)cc(OC)c1	i
CCN(C(=O)C1CCCN1S(=O)(=O)c1cccc2nsnc12)c1cccc(C)c1 (stereo not given)	i
O=C(CCOc1ccccc1)Nc1ccnn1C1CCN(C2CCSCC2)CC1	i
O=C(Nc1ccc(N2CCCC2)c(Cl)c1)c1cccs1	u
CC(C)C(NS(=O)(=O)c1ccc2c(c1)oc(=O)n2C)C(=O)NC1CCCC1 (stereo not given)	i
CC(C)N(CCC(N)=O)CC1CC=CCC1 (stereo not given)	u
O=S(=O)(NCc1nc2cccnc2n1Cc1ccccc1)c1cccc(Cl)c1	u
Cc1ccc(CNC(=O)c2cccn2-c2nnc(N3CCCCC3)s2)cc1	i
Cc1nnsc1CN(C)Cc1nc2ccccc2n1C(C)C	u
N#CCCn1[nH]c(-c2ccccc2)cc1=O	i
Cc1nc(C)c(CC(=O)NC2CC(=O)N(C3CCCCCC3)C2)s1 (stereo not given)	i
CS(=O)(=O)c1ncc(CN2CCCCC2c2nccs2)n1CCCc1ccccc1 (stereo not given)	i
COc1ccc(C(C)=O)cc1N1C(=O)C2C3C=CC(CO)(O3)C2C1=O (stereo not given)	u
O=C(NC1CC1)C1CCC(=O)N1Cc1ccc(F)cc1 (stereo not given)	i

(more compounds)
SMILES	ST2 IL33 inh
COc1ccc(OC)c(C2CC(=O)N3CN(Cc4ccccc4)CSC3=C2C#N)c1 (stereo not given)	i
CCOC(=O)c1c(NC(=O)C(C)S(=O)(=O)c2cn(C)c3ccccc23)sc2c1CCC2 (stereo not given)	i
CC(NS(C)(=O)=O)C(c1cccs1)N1CCN(c2ccc(F)cc2)CC1 (stereo not given)	i
N=C1S/C(=C\c2ccc(-c3ccc(F)c(Cl)c3)o2)C(=O)N1c1nonc1N	u
CCNc1nc(C)c(C(=O)NC2CCCN(Cc3cccc(OC)c3)C2)s1 (stereo not given)	i
CCC1CCCCN1C(=O)c1cn(CC)c(=O)c2cc(OC)c(OC)cc12 (stereo not given)	i
COc1ccc2c(c1)CCc1c(C(=O)Nc3cccc(O)c3)noc1-2	i
CCn1nc(C(=O)N(C)Cc2ccco2)c2c1CCC(NCc1ccc3c(c1)OCO3)C2 (stereo not given)	u
CC(C)CNC(=O)/C=C/C=C/Cc1cccs1	i
CCOc1ccc2c(C)nc(NC3=NC(C)(C)C=C(C)N3)nc2c1	u
CCOc1cccc(CN2CCCCC2)c1O	i
Cc1ccc(Cn2nc(C)c(NC(=O)CCCn3nc([N+](=O)[O-])c(Cl)c3C)c2C)cc1	i
CCOc1ccc(-c2nc3c(cnn3-c3ccccc3)c(=O)[nH]2)cc1	i
NC(=O)Cn1c(=O)n(-c2ccc(F)cc2)c(=O)c2sccc21	u
C[C@H]1[C@@H]2[C@@H](O)C([C@H](C)C(=O)NCc3ccccn3)CC[C@@]2(C)CC[C@@H]1NC(=O)c1ccccc1 (stereo not given in full)	i
COc1cc(OC)cc(C(=O)Nc2ccc(OCC(N)=O)cc2)c1	i
COc1cc(NC(=O)Cc2c(C(=O)O)[nH]c3ccc(Cl)cc23)cc(OC)c1OC	u
CCSc1ncc(-c2nccn2-c2cccc(NC(C)=O)c2)cn1	u
Cn1c(=O)n(-c2ccc(F)cc2)c2nc(-c3ccccc3)nc(C(N)=O)c21	i
Cc1cccc(C2CC(c3ccccc3Cl)Nc3ncnn32)c1 (stereo not given)	u
O=C(CN1CCN(Cc2ccccc2)C1=O)NCc1cccnc1	i
COc1ccc2[nH]c(CN3CCCC(OCc4ccccn4)C3)c(C)c2c1 (stereo not given)	u
CCCNC(=O)Cn1c(=O)n(CC2CCC(C(=O)NCCC)CC2)c(=O)c2sccc21 (stereo not given)	i
O=C(Cc1ccc([N+](=O)[O-])cc1)NCCC1=CCCCC1	u
Cc1ccc(C(=O)Nc2ccccc2C2(C)CC2)cc1	i

2 entries from above, as labelled records:
O=C(CN1CCN(Cc2ccccc2)C1=O)NCc1cccnc1
  ST2 IL33 inh = i
COc1ccc2[nH]c(CN3CCCC(OCc4ccccn4)C3)c(C)c2c1 (stereo not given)
  ST2 IL33 inh = u

Continued.
SMILES	ST2 IL33 inh
O=[N+]([O-])c1ccc(N2CCOCC2)cc1N1CCc2ccccc2C1	i
CC(C)CNC(=O)c1ccc(NC(=O)Cc2ccc(Cl)cc2)cc1	i
CC1=C(C(=O)Nc2cccnc2)C(c2ccc(F)cc2)n2nc(SCc3ccccc3)nc2N1 (stereo not given)	u
COc1ccc(SCCc2ccncc2)cc1	i
CC1(C)CC(=O)C2=C(C1)Nc1nc(SCc3ccccc3)[nH]c(=O)c1C2c1ccccn1 (stereo not given)	i
CCC(Sc1nc(C)nc2c1c(=O)n(C)c(=O)n2C)C(=O)O (stereo not given)	i
CC(C)n1c(Oc2ccccc2Cl)nc2c1c(=O)n(C)c(=O)n2C	i
O=C(CN1CCN(Cc2ccc(F)cc2Cl)S1(=O)=O)Nc1ccc(Br)cc1	i
COc1cccc(Cl)c1-c1cc(CO)ccn1	u
COc1ccc2nc3oc(C(=O)NCc4cccs4)cc3cc2c1	35.0%*
Cc1ccc(C(=O)CC2OC(=O)c3ccccc32)cc1 (stereo not given)	i
Cc1ccc(C2=NN(C(=O)CCC(=O)O)C(c3cn(-c4ccccc4)nc3-c3ccccc3)C2)cc1 (stereo not given)	i
O=C(NCCO)/C(=C/c1ccc2c(c1)OCO2)NC(=O)c1ccccc1Cl	i
Cc1ccc(-n2nc(C)c([C@@H]3C=C[C@@H](NC(=O)Nc4ccc(Cl)cc4)C3)c2C)cc1Cl	u
CC[C@H]1CN(Cc2ccc(OC)cc2O)CC[C@H]1CC(=O)N(C)CC#N	i
CCOC(=O)C1(C(=O)OCC)Oc2c(OC)cccc2C1O (stereo not given)	i
N#Cc1cccc(-c2ccnc(N[C@H]3CO[C@H]4[C@@H]3OC[C@H]4OC(=O)Nc3cccc4ccccc34)n2)c1	u
CC1(C)CC(=O)C2=C(C1)Nc1nc(SCc3ccccc3)nn1C2c1cccs1 (stereo not given)	u
Cc1cccc(N(CC(=O)N(C)Cc2csc(C(C)C)n2)S(C)(=O)=O)c1	u
C=C(Br)Cn1c(COc2ccccc2)nc2ccccc21	i
COc1ccc(CCNC(=O)C2(C)CCC(=O)N2Cc2cccs2)cc1OC (stereo not given)	i
O=C(NCc1cnn2ccccc12)C1CCCN(c2ccccn2)C1 (stereo not given)	u
N#CC1=C(N)Oc2cc(N)ccc2C1c1ccc(Cl)c(Cl)c1 (stereo not given)	i
O=C(O)/C=C\C(=O)N1CCN(c2nc(-c3ccccc3)c3cc(Br)ccc3n2)CC1	u
Cc1ccc(C(CNC(=O)c2cnn3c2CCCC3)N2CCOCC2)o1 (stereo not given)	u

Other structures:
SMILES	ST2 IL33 inh
CC(C)CCSc1nnc2[nH]c(=O)cc(N)n12	i
CCOC(=O)c1sc2nc(C)n(CC(=O)Nc3ccc(OCC)cc3)c(=O)c2c1C	i
C=CC[C@@H]1CC=C[C@@H](C)N1C(=O)Cn1cc(C)c(=O)[nH]c1=O	i
CC1=C(C(=O)OC2CCCCC2)C(c2cccc(Br)c2)n2ncnc2N1 (stereo not given)	i
CCN(CC)c1cc(C)c2cc(NC(=O)c3cc(=O)c4ccccc4o3)ccc2n1	i
COC[C@H]1CCCN1C(=O)COc1c(C)ccc(C)c1C	i
COc1ccc(N2CCN(C(=O)C3CCCCC3)CC2)cc1	i
CCOC(=O)Cc1csc(NC(=O)c2cnc3scc(C)n3c2=O)n1	i
COc1ccc(CNC(=O)NC2(C(F)(F)F)Oc3ccc(Cl)cc3O2)cc1 (stereo not given)	i
CC(=O)Nc1ccc(Cl)c(C(=O)NC(CCn2ccnc2)c2ccccc2)c1 (stereo not given)	u
Cc1ccc(Nc2nnc(C(C)(C)C)c(=O)[nH]2)cc1	i
Cc1ccc2c(c1)N(C(C)C(=O)NCCN1CCOCC1)C(=O)CO2 (stereo not given)	i
Cc1ccsc1CN(Cc1cccnc1N1CCOCC1)CC(C)C	i
Fc1cccc(CN(CC2CCN(C3CCCC3)CC2)CC2CCCO2)c1 (stereo not given)	u
C=CCN(C)C(=O)CCSCc1ccc(F)cc1	u
CC(=O)Nc1ccc(S(=O)(=O)N2CC[C@H](c3nnc(C)o3)C2)cc1	i
O=S(=O)(NC[C@H]1O[C@@H](CO)[C@@H](O)[C@H]1N1CCN(c2ccccc2)CC1)c1ccc(F)cc1	u
c1ccc2c(NCC3CCCO3)ncnc2c1 (stereo not given)	i
Cc1nc(CN(C)Cc2csc(-c3ccccc3)n2)co1	i
O=C(c1nc2ccccn2c1CNCCc1ccccc1F)N1CCOCC1	u
Cc1ccnc(NC(=O)C(C)(C)Oc2ccc(Cl)cc2)c1	i
Cc1c(C(=O)N2CCCC(O)(CN(C)C)C2)n(C)c2c(C)cccc12 (stereo not given)	i
Cn1c(=O)c2c(nc(Oc3ccc(Cl)cc3)n2Cc2ccc(F)cc2)n(C)c1=O	i
O=[N+]([O-])c1ccc(N2CCOCC2)cc1NCc1cccnc1	u
O=[N+]([O-])c1ccccc1S(=O)(=O)Nc1cccc2cccnc12	33.0%*

Other structures.
SMILES	ST2 IL33 inh
c1ccc(CN(Cc2cnc3nccn3c2)Cc2nccs2)cc1	i
O=[N+]([O-])c1cccc(-c2nc(-c3ccc(Br)cc3)no2)c1	i
COc1c(Cl)c(Cl)nc(Cl)c1C(=O)O	i
CCN(CC)c1ccc2cc(C(N)=O)c(=Nc3ccccc3C)oc2c1	u
Cc1nnsc1CN(C)CC(=O)NC1CCCCCCC1	i
COc1ccc2ccccc2c1CCNC(C)CC(F)(F)F (stereo not given)	i

Copied from the results shown for reference:
SMILES	ST2 IL33 inh
CC(=O)Nc1ccc(Cl)c(C(=O)NC(CCn2ccnc2)c2ccccc2)c1 (stereo not given)	u
Cc1ccc(Nc2nnc(C(C)(C)C)c(=O)[nH]2)cc1	i
Cc1ccc2c(c1)N(C(C)C(=O)NCCN1CCOCC1)C(=O)CO2 (stereo not given)	i
Cc1ccsc1CN(Cc1cccnc1N1CCOCC1)CC(C)C	i
Fc1cccc(CN(CC2CCN(C3CCCC3)CC2)CC2CCCO2)c1 (stereo not given)	u
C=CCN(C)C(=O)CCSCc1ccc(F)cc1	u
CC(=O)Nc1ccc(S(=O)(=O)N2CC[C@H](c3nnc(C)o3)C2)cc1	i
O=S(=O)(NC[C@H]1O[C@@H](CO)[C@@H](O)[C@H]1N1CCN(c2ccccc2)CC1)c1ccc(F)cc1	u
c1ccc2c(NCC3CCCO3)ncnc2c1 (stereo not given)	i
Cc1nc(CN(C)Cc2csc(-c3ccccc3)n2)co1	i
O=C(c1nc2ccccn2c1CNCCc1ccccc1F)N1CCOCC1	u
Cc1ccnc(NC(=O)C(C)(C)Oc2ccc(Cl)cc2)c1	i
Cc1c(C(=O)N2CCCC(O)(CN(C)C)C2)n(C)c2c(C)cccc12 (stereo not given)	i
Cn1c(=O)c2c(nc(Oc3ccc(Cl)cc3)n2Cc2ccc(F)cc2)n(C)c1=O	i
O=[N+]([O-])c1ccc(N2CCOCC2)cc1NCc1cccnc1	u
O=[N+]([O-])c1ccccc1S(=O)(=O)Nc1cccc2cccnc12	33.0%*
c1ccc(CN(Cc2cnc3nccn3c2)Cc2nccs2)cc1	i
O=[N+]([O-])c1cccc(-c2nc(-c3ccc(Br)cc3)no2)c1	i
COc1c(Cl)c(Cl)nc(Cl)c1C(=O)O	i
